PLK1 PBD block – inhibitors of human PLK1 polo-box domain binding | Plk1 PBD binding of FITC phosphopeptide, fluorescence polarization | Potency, µM, for the others: max response, negative = inhibition, usual class: inhibitors | P53350 | AID 720504 | hit rate 2.8% among 360,000; note: potency is the fitted concentration of half-maximal effect; series mostly up to about 57 µM; % is set by controls: 0 for no effect and ±100 for the full control effect; nearly all actives have a fitted effect of over 65% in size
EPAC2 agonist – EPAC2 (human) agonism | Q8WZA2 | EPAC2 activation, biochemical qHTS; response scale: 100% = 6.5 mM cAMP response | Potency, µM (top dose mostly 154 µM), for inactives: top-dose activation, hits mostly activators | AID 720711 | hit rate 0.079% among 360,000; note: potency is the fitted concentration of half-maximal effect; nearly all actives have a fitted effect of over 50% in size
Target sequence (Q8WZA2 whole entry, looked up): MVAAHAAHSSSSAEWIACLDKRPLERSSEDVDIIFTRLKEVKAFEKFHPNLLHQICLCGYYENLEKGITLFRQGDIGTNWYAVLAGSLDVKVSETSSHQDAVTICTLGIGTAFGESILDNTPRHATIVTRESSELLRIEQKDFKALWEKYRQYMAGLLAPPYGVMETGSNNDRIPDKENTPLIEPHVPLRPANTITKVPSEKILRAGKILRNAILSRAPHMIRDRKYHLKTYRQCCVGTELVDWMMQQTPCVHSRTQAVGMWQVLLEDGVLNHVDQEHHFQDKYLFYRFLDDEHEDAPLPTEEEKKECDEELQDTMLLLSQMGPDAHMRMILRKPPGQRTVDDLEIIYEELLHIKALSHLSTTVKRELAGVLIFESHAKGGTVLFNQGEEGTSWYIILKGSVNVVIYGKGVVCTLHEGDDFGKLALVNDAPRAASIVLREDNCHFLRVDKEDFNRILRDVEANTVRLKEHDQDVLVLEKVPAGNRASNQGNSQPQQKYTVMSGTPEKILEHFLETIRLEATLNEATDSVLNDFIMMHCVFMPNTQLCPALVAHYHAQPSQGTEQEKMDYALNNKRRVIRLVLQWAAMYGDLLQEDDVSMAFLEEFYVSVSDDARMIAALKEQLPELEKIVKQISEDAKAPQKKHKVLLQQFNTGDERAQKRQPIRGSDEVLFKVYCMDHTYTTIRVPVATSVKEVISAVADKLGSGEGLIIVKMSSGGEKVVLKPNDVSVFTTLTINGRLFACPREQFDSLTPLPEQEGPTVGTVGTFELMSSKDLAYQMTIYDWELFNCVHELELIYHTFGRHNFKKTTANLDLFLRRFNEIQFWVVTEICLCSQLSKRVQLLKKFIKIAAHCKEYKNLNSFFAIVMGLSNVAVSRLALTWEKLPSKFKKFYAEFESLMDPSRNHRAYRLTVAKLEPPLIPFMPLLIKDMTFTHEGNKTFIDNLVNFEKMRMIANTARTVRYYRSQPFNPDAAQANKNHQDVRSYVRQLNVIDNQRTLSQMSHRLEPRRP
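Exchange assay: 100 nM EPAC2 with 250 nM Rap1B-BODIPY-GDP and 50 uM GDP. Fluorescence (ex 480/em 540 nm) read every 5 min for 30 min at room temperature. Data normalized to 6.5 mM cAMP as agonist control.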
CCT modulator – cytosolic chaperonin activity modulation. activity change, % (no concentration beside the values), hits read low. hit rate 0.3% among 360,000. purified chaperonin ATPase assay, HTRF ADP detection, 30 min; in the data active = activity change below about -30%; note: % is set by controls: 0 for no effect and ±100 for the full control effect
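Enzyme 40 or 20 nM (batch-dependent) in Tris pH 7.4/KCl/MgCl2/DTT; cpd 76 uM single point; ATP 10 uM; 30 min 37 °C; Transcreener ADP HTRF detection, 30 min RT; ratio 665/615.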
EPAC1 agonist – agonists of human EPAC1; O95398; EPAC1 agonist qHTS, biochemical assay; response scale: 100% = response to 6.5 mM cAMP; Potency, µM (titrated, usually from 154 µM), without a hit: top-dose activation, usual class: activators; hit rate 0.073% among 360,000; note: potency is the fitted concentration of half-maximal effect; nearly all actives have a fitted effect of over 60% in size
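Fluorescent GDP-exchange assay: 100 nM EPAC1 with 250 nM Rap1B preloaded with BODIPY-GDP and 50 uM GDP; compounds tested as concentration series, 5 min at room temperature, then read every 5 min for 30 min (ex 480/em 540 nm); normalized to 6.5 mM cAMP.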
EPAC1 antagonist – blocks human EPAC1 exchange factor; AID 720709; Potency, µM (doses to about 115 µM), inactives show at the highest dose activity change, negative = inhibition, most hits filed as inhibitors; hit rate 0.14% among 360,000; EPAC1 GEF assay, Rap1b-BODIPY-GDP exchange fluorescence; O95398;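 note: potency is the fitted concentration of half-maximal effect; plate controls were vehicle for no effect and positive control for full effect; nearly all actives have a fitted effect of over 50% in size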
PI5P4Ka inh – PI5P4K alpha (human) kinase inhibition; P48426; PI5P4Kalpha enzyme, ADP-Glo luminescence, 60 min; active compounds read low; hit rate 1.2% among 330,000; AID 652105; max response, %; active = max response of -50% or lower; inconclusive = between -30% and -50%; inactive = -30% or higher; note: value at the top dose of about 77 µM; % is set by controls: 0 for no effect and ±100 for the full control effect
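ADP-Glo luminescence end-point after a 60 min room-temperature kinase reaction. PI5P4Kalpha and substrate in HEPES pH 7.4 buffer with EGTA, 0.1% CHAPS and 5% DMSO; ATP at 5 microM final.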
WRN helicase inh – WRN helicase (human) inhibition; WRN helicase unwinding, fluorescent forked duplex, kinetic; AID 651768; hit rate 0.46% among 360,000; Q14191; Potency, µM (doses to about 114 µM), for inactives: at the highest dose activity change, negative = inhibition, actives largely listed as inhibitors; note: potency is the fitted concentration of half-maximal effect; % is set by controls: 0 for no effect and ±100 for the full control effect; nearly all actives have a fitted effect of over 55% in size
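Enzyme (20 nM final) and test compound sit together 15 min at room temperature before substrate addition. Substrate is a single-forked duplex oligonucleotide (100 nM) labelled with fluorophore and quencher, with 2 mM ATP; helicase unwinding raises red fluorescence, read kinetically.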
IL-2 act – activates IL-2 in a cell-based reporter assay; activation, % (series mostly up to about 46 µM); IL-2 activation reporter assay, cell-based qHTS; stimulated with anti-CD3/CD4/CD28 beads; in transgenic mouse T cells; hit rate 0.065% among 360,000; in the data active = activation above about 50%; inconclusive = mostly about 30% to 49%; note: 0% is about no effect
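Unstimulated transgenic mouse T cells; 60-min compound exposure; bead-based TCR/CD4/CD28 stimulation; 18 h culture, 37 degrees C; dual fluorescence (EGFP, DsRed) plate cytometry.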
* = called active by the depositor; ? = inconclusive; . = not tested or not shown; [ ] = another dose, or the depositor's remark. Unless noted, calls come from the whole dose curve; as a rule, active = well fitted curve in the direction sought with a large enough effect; inconclusive = small, poorly fitted or top-dose-only effect, or another doubt; inactive = no such curve, though single readings can be large; an effect the other way counts as inactive or inconclusive. An excerpt, so the mix of outcomes need not match the whole.

Sequence of screens: PI5P4Ka inh	WRN helicase inh	IL-2 act	EPAC1 agonist	PLK1 PBD block	EPAC1 antagonist	EPAC2 agonist	CCT modulator
> O=C(CSc1ncnc2c1nnn2Cc1ccc(F)cc1)NC1CCCCC1
→ 6	5%	-1.9	0%	5%	-16%	0%	-0.5
> Cc1ccc(S(=O)(=O)Nc2ccc(Nc3ccccc3)cc2)cc1
→ -5	2%	-0.9	6%	7%	-25%	14%	2.5
> O=C(OCCN1CCCCC1)c1ccccc1Cl
→ 7	1%	0.3	8%	-3%	-28%	3%	0.2
> Cc1ccc(C(=O)NNC(=O)c2cccc(S(=O)(=O)N3CCN(c4ccccc4)CC3)c2)cc1
→ -9	7%	-1.0	13%	-16%	2%	16%	-48*
> CCN1C(=O)/C(=C\c2cccc(OC(=O)c3ccco3)c2)SC1=S
→ -3	3%	-0.3	8%	-17%	4%	10%	-1.5
> Cn1c(=O)n(C)c2cc([N+](=O)[O-])c(N3CCN(S(C)(=O)=O)CC3)cc21
→ -2	-2%	1.0	-4%	-10%	-16%	6%	-0.8
> Oc1cccc(Nc2c3ccccc3nc3ccccc23)c1
→ -6	?	-1.9	8%	-5%	-8%	2%	0.9
> Cc1noc(C)c1C(=O)N1CCC1(C)C(=O)NS(=O)(=O)c1ccc(Cl)cc1 (configuration not stated)
→ -1	0%	0.5	-1%	-12%	4%	4%	-1.4
> O=c1[nH]c(/C=C/c2ccccc2OC(F)F)nc2c1cnn2-c1ccccc1
→ 1	-4%	-2.1	-2%	-7%	19%	-1%	1.4
> O=C(CSc1nc2c(sc3ccccc32)c(=O)n1CCCN1CCCC1)NCc1ccco1
→ 3	-17%	2.0	7%	-17%	-11%	-2%	-0.3
> COc1ccc(NS(=O)(=O)c2ccc(NC(=S)NC(=O)/C=C/c3ccccc3)cc2)nn1
→ -20	?	0.0	-3%	?	17%	6%	-3.4
> O=C(NCC1CC1)c1cc(-c2ccccc2)nn1CC1CC(c2cccnc2)=NO1 (configuration not stated)
→ 3	-1%	-1.9	-34%[inhibitor]	-6%	4%	3%	-0.9
> O=S(=O)(NCCc1csc(-c2ccccc2)n1)c1cccnc1
→ -1	3%	-2.7	8%	?	-1%	0%	-2.8
> Cc1ccsc1C(=O)N(C)CC(=O)Nc1ccccc1Br
→ -1	-4%	-4.4	13%	-2%	-1%	-6%	-0.4
> CC1(C)CC(=O)C2=C(C1)NC(=S)C(C#N)C21CCCCC1 (configuration not stated)
→ -62*	4%	0.1	1%	11µM*	0%	3%	-2.0
> Clc1ccc(C2=NN=C3COc4ccccc4N3C2)cc1
→ -1	-9%	1.3	0%	-11%	-13%	5%	0.0
> Cc1nnc(NC(=O)CSc2ncnc3c2cnn3-c2ccccc2C)s1
→ .	-4%	-1.9	3%	-1%	8%	4%	2.3
> O=C(CSc1nc(-c2ccccc2)cc(=O)[nH]1)NCc1ccc2c(c1)OCO2
→ 7	-4%	-1.0	0%	1%	-6%	13%	-0.4
> Nc1ccc(-c2nc(-c3ccccc3)nc3ccccc23)cc1
→ 32	-20%	0.0	14%	-2%	2%	19%	1.7
> Clc1ccc(/C=N/N2CCCCC2)cc1
→ 10	-5%	-0.1	3%	-2%	-8%	11%	-0.8
> O=C(Nc1nccs1)c1cc([N+](=O)[O-])ccc1Cl
→ -4	-6%	1.7	8%	-9%	-1%	9%	-6.4
> Cc1ccc(NC2CCCN(C(=O)c3cn4cc(Cl)ccc4n3)C2)cc1C (configuration not stated)
→ 3	1%	0.5	-11%	-6%	-14%	5%	0.2
> Cc1cccc(NC(=O)C2C(c3ccccc3)C2(Cl)Cl)c1 (configuration not stated)
→ 7	-7%	-0.3	16%	0%	-17%	12%	1.6
> COc1ccc(C2CC(=O)c3cnc(N)nc3C2)c(OC)c1 (configuration not stated)
→ -11	9%	0.1	-5%	-10%	11%	5%	-1.0
> CC(=O)N1c2c(cc(Br)cc2S(=O)(=O)N2CCN(c3ccccc3F)CC2)CC1C (configuration not stated)
→ 2	-8%	-0.1	3%	-3%	?	10%	-0.5
> CCCOc1ccc(N2C(=O)CC(NCC#N)C2=O)cc1 (configuration not stated)
→ 9	-34%	1.1	13%	-11%	3%	17%	-2.7
> Fc1ccc2nc(Nc3nc4c(F)cc(F)cc4s3)sc2c1
→ 2	-15%	0.2	-6%	-5%	-10%	-9%	-1.6
> O=S(=O)(NCc1ccccn1)c1ccccn1
→ -2	4%	-0.3	4%	-9%	4%	7%	-0.8
> CCc1ccc(-c2nc(SCC(=O)NC3CCS(=O)(=O)C3)n[nH]2)cc1 (configuration not stated)
→ 1	-20%	0.4	7%	-3%	-6%	-3%	-5.1
> CCn1c(Cc2cccs2)nnc1SCC(=O)c1ccc(C)cc1
→ .	15%	-0.5	9%	17µM*	-3%	12%	-0.7
> CCOC(=O)/C=c1\s/c(=C\c2c(OCC)ccc3ccccc23)c(=O)n1CC(=O)NCC1CCCO1 (configuration not stated)
→ -1	-16%	-4.8	3%	3%	-15%	5%	-3.0
> CCN(CC)S(=O)(=O)c1ccc(N(C)Cc2ccc(C(F)(F)F)cc2)nc1
→ 6	-11%	-0.4	-20%	30µM*	?	-10%	0.1
> Cc1ccc(NC(=O)CSc2nnc(C3CC3)n2N)cc1S(=O)(=O)N1CCOCC1
→ 1	-1%	-1.9	2%	2%	-4%	5%	-3.4
> CN(C)c1ccc(/C=N/NC(=O)C(=O)/C=C2\NC3(CCCC3)Cc3ccccc32)cc1
→ -1	2%	-3.4	3%	-6%	8%	12%	0.9
> COc1cc(CNCc2cccs2)ccc1OCC(N)=O
→ .	-3%	-0.3	-1%	0%	7%	9%	1.7
> Cc1ccc(C(=O)c2nocc2C(=O)c2cccs2)cc1
→ 7	-8%	-0.6	3%	-11%	-12%	25%	0.3
> Nc1ccc(Cl)c(-c2nc3ncccc3o2)c1
→ 0	-11%	0.5	-1%	-14%	-13%	3%	-3.6
> Cc1ccc(C)c(Cn2nnc3c(=O)[nH]c(C4CCCN(S(=O)(=O)Cc5ccccc5)C4)nc32)c1 (configuration not stated)
→ 0	5%	-0.4	0%	5%	4%	-9%	0.5
> CC(C(=O)Nc1ccccc1C(F)(F)F)N1CCN(C)CC1 (configuration not stated)
→ -1	4%	-0.2	-2%	-9%	-19%	4%	-1.9
> Cc1cccnc1C(NC(=O)C1CCN(CCOc2ccc(F)cc2)CC1)c1ccc(Cl)cc1 (configuration not stated)
→ 2	3%	-0.9	-23%	-9%	3%	1%	0.4

Looked up by structure from the list above (4):
Sequence of screens: PI5P4Ka inh	WRN helicase inh	IL-2 act	EPAC1 agonist	PLK1 PBD block	EPAC1 antagonist	EPAC2 agonist	CCT modulator
> CCN(CC)S(=O)(=O)c1ccc(N(C)Cc2ccc(C(F)(F)F)cc2)nc1
→ 6	-11%	-0.4	-20%	30µM*	?	-10%	0.1
> Nc1ccc(Cl)c(-c2nc3ncccc3o2)c1
→ 0	-11%	0.5	-1%	-14%	-13%	3%	-3.6
> Cc1cccnc1C(NC(=O)C1CCN(CCOc2ccc(F)cc2)CC1)c1ccc(Cl)cc1 (configuration not stated)
→ 2	3%	-0.9	-23%	-9%	3%	1%	0.4
> CC(C(=O)Nc1ccccc1C(F)(F)F)N1CCN(C)CC1 (configuration not stated)
→ -1	4%	-0.2	-2%	-9%	-19%	4%	-1.9

(next part)
Sequence of screens: PI5P4Ka inh	WRN helicase inh	IL-2 act	EPAC1 agonist	PLK1 PBD block	EPAC1 antagonist	EPAC2 agonist	CCT modulator
> O=c1oc(-c2cccc(S(=O)(=O)N3CCOCC3)c2)nc2ccccc12
→ 4	-19%	-0.3	1%	-14%	-24%	-16%	-5.9
> COc1ccc(CNC(=O)C(C)OC(=O)c2cccs2)cc1 (configuration not stated)
→ -1	-19%	-2.1	0%	-3%	2%	4%	0.1
> COC(=O)/C=c1\sc2n(c1=O)C(C)=CC(C)(C)N=2
→ 0	4%	0.6	0%	-10%	-1%	5%	-0.2
> O=c1oc(CCO)cc2ccc(Br)cc12
→ 2	-2%	0.0	-1%	-9%	0%	3%	-0.2
> CN(C(=O)Nc1ccc(Cl)cc1Cl)C1CCCC1
→ -4	11%	-2.5	1%	0%	-2%	0%	-13
> CC(C)(C)NC(=O)NC(=O)CSc1n[nH]c(-c2ccccc2Br)n1
→ -9	-3%	-0.8	4%	-11%	-20%	7%	-4.6
> C[C@H]1CN([C@@H](C)CO)C(=O)CCCn2cc(nn2)CO[C@@H]1CN(C)C(=O)Nc1cccc(F)c1
→ -2	9%	-0.5	-6%	2%	2%	-12%	0.4
> COC(=O)c1c(N2C(=O)[C@H]3[C@@H](C2=O)[C@]2(C(=O)Nc4c(C)cc(C)cc42)N2CCC[C@@H]32)sc(C)c1C
→ -16	0%	0.3	-4%	6%	-2%	7%	0.4
> CC1CCC(NC(=O)CC2Oc3ccccc3NC2=O)CC1 (configuration not stated)
→ -1	0%	0.4	-11%	-25%	-4%	10%	-0.9
> Cc1cccc(C)c1NC(=O)C1(C)CN(S(C)(=O)=O)CC(=O)N1CCCN1CCOCC1 (configuration not stated)
→ 3	-2%	-0.5	11%	-8%	-16%	1%	.
> CC1CCC(NC(=O)CCS(=O)(=O)c2ccc3c(c2)CCN3C(=O)C2CC2)CC1 (configuration not stated)
→ -3	8%	-0.5	3%	-11%	-9%	6%	0.5
> COc1ccc(C(=O)NCc2cc(C)nc3ccccc23)cc1OC
→ 6	-5%	-0.2	3%	-10%	-11%	-5%	-0.5
> Cc1ccc(-n2c([O-])nc(-[n+]3ccccc3)c2C=O)cc1
→ .	2%	-2.9	4%	-8%	-3%	11%	0.7
> CCOC(=O)N1CCC(NC(=O)c2cc3c(=O)[nH]c4ccccc4c3n2C)CC1
→ 3	6%	0.4	4%	-15%	7%	5%	-4.5
> CCn1ncc(Br)c1C(=O)NC(C)c1ccccc1 (configuration not stated)
→ 2	-11%	-0.8	-5%	-5%	0%	2%	1.4
> CC(OC(=O)CC1CCCCC1)C(=O)Nc1ccc(S(N)(=O)=O)cc1 (configuration not stated)
→ 3	-5%	-0.8	-3%	0%	?	6%	0.6
> Cc1ccc(C)c(N2CCN(C(=O)Cn3ncc4c([nH]c5ccc(C)cc54)c3=O)CC2)c1
→ -2	5%	-1.2	-8%	3%	3%	-4%	-3.4
> Nc1nnc(SCC(=O)c2ccco2)s1
→ .	-4%	-1.9	0%	-13%	4%	8%	-2.0
> Oc1c(Cl)cc(Cl)cc1C=Nc1ccc2c(c1)OCCO2
→ -26	?	-3.8	9%	?	-7%	20%	1.0
> O=S(=O)(NC1CCCCC1)c1ccc(Br)cc1
→ -5	-7%	0.3	0%	-1%	-5%	1%	2.5
